SENP1 FRET inh: human SENP1 catalytic domain inhibitors, primary screen, biochemical, FRET, uHTS; recombinant SENP1 catalytic domain, CyPet-SUMO1-YPet FRET cleavage; hit rate 0.21% among 360,000; inhibition, % at 10 µM; Sentrin-specific protease 1 (Homo sapiens), Q9P0U3;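 active = inhibition at least 30% at 10 µM, raw YFP signal under a set limit, fluorescence ratio 0.5 to 1.5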;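 also: 0% = enzyme with DMSO and 100% = no enzyme wells; some results filed as inactive read as strong as hits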
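Assay system – human recombinant His6-tagged SENP1 catalytic domain enzyme · Input – SENP1 enzyme, 20 pM final · Buffer or medium – Tris pH 8 buffer plus EDTA, NaCl, BME, BSA, NP40, catalase · Schedule – 50 min reaction at room temperature · Technique – FRET read of cyan and yellow fluorescence · Control set – no-enzyme wells low, DMSO-plus-enzyme wells high control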
UBC13 polyUb: UBC13 polyubiquitin chain formation inhibitors, primary screen, biochemical, TR-FRET, uHTS; Ubiquitin-conjugating enzyme E2 N (Homo sapiens), P61088; AID 485273, 2010; inhibition, % at 20 µM; hit rate 0.47% among 330,000; in the data active = inhibition above about 45%, passing the limit was not always enough
Target sequence (P61088 whole entry, looked up): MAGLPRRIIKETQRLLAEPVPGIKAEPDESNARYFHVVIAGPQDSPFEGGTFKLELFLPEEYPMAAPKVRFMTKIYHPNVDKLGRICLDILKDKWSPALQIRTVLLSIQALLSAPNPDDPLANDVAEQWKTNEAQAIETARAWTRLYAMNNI
SENP8 block-1: SENP8 protease inhibitors, primary screen, biochemical, luminescence. AID 2540, 2010. hit rate 1.2% among 330,000. Sentrin-specific protease 8 (Homo sapiens), Q96LD8. purified SENP8, Z-RLRGG-aminoluciferin cleavage. inhibition, % at 10 µM; in the data active = inhibition above about 50%
Target sequence (Q96LD8 whole entry, looked up): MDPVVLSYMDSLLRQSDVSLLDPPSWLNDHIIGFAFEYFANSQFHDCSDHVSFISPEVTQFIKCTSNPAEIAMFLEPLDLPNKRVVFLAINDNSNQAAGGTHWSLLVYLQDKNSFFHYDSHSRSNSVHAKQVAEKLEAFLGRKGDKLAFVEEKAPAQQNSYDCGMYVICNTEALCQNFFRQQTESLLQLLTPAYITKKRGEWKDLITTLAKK
SENP6 block: SENP6 protease inhibitors, primary screen, biochemical, luminescence, uHTS; Recombinant SENP6 catalytic domain, aminoluciferin luminescence; hit rate 1.8% among 330,000; inhibition, % at 10 µM; Sentrin-specific protease 6 (Homo sapiens), Q9GZR1;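 active = inhibition above about 50% at the single tested dose, limit read from the data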;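 also: plate controls were DMSO wells with enzyme for no effect and DMSO wells lacking enzyme for full effect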
Target sequence (Q9GZR1 628-1112 limits assumed): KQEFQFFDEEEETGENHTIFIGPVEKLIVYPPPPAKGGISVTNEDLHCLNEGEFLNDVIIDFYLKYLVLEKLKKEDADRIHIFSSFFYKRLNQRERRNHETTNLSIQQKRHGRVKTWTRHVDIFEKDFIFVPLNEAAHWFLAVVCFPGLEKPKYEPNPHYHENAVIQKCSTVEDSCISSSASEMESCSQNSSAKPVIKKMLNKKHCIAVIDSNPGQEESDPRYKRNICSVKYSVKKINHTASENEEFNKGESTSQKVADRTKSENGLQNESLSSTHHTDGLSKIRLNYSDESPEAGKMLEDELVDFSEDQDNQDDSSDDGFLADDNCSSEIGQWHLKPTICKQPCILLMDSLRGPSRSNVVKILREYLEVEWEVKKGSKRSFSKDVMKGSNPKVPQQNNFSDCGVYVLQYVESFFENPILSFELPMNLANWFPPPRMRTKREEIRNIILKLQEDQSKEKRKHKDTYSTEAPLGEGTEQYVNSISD
HKDC1 inh: HKDC1 hexokinase inhibitors, primary screen, biochemical, fluorescence, uHTS; Q2TB90; recombinant HKDC1, G6PDH/diaphorase resazurin coupled fluorescence; inhibition, % at 20 µM; hit rate 0.16% among 340,000; AID 493160, 2011;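 active = inhibition above about 35% when tested at 20 µM, limit read from the data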;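 also: plate controls were DMSO wells with enzyme for no effect and DMSO wells lacking enzyme for full effect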
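Test system: recombinant HKDC1 (HK5) hexokinase enzyme, produced in-house / Doses: 20 µM test compound, 1% DMSO / Timing: 90 min, room temperature / Detection: G6PDH/diaphorase-coupled fluorescence, 1 mM NADP, 100 µM resazurin, 525/613 nm / Control set: DMSO wells with and without enzyme mix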
SENP8 block-2: human SENP8 protease inhibitors, primary screen, biochemical, fluorescence, Nedd8 protein substrate, uHTS; Sentrin-specific protease 8 (Homo sapiens), Q96LD8; recombinant SENP8; inhibition, % at 20 µM; hit rate 0.64% among 360,000; AID 602440, 2012; in the data active = inhibition mostly above about 40%, no sharp cut-off; inactive = mostly below about 27%
SENP7 block: SENP7 protease inhibitors, primary screen, biochemical, luminescence, uHTS. Sentrin-specific protease 7 (Homo sapiens), Q9BQF6. recombinant SENP7, Z-RLRGG-aminoluciferin luminescence, 40 min. inhibition, % at 5 µM. hit rate 1.5% among 330,000. AID 434973, 2010;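 active = inhibition above about 50% at the single test dose, limit read from the data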;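 also: plate controls were DMSO with enzyme for no effect and no enzyme buffer wells for full effect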
MIN6 prolif: inducers of MIN6 beta-cell proliferation, primary screen, ATP luminescence, uHTS. MIN6 cells proliferation, ATPlite luminescence, 48 h; cells starved in 0.2% serum; 100% = growth in 10% serum. proliferation, % at 10 µM. hit rate 0.29% among 330,000;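 active = compounds whose signal lies at least 3.5 SD above the mean of all wells on their plate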;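 also: 0% = DMSO-treated cells in low-serum medium and 100% = 10% serum control; some compounds called inactive have numbers as strong as hits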
PfG6PD inh: PfG6PD enzyme inhibitors, primary screen, biochemical, fluorescence intensity, uHTS; PfGluPho enzyme, NADPH resazurin-diaphorase fluorescence; inhibition, % at 20 µM; hit rate 0.78% among 350,000; AID 504690, 2011;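 active = inhibition reaching at least a set limit at 20 µM in the primary screen, cut at about 59% in these data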;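 also: 0% = DMSO wells with substrate and 100% = DMSO wells lacking glucose-6-phosphate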
The depositor's hits bear a star; / = no result given.

structure | SENP1 FRET inh | UBC13 polyUb | SENP8 block-1 | MIN6 prolif | HKDC1 inh | SENP7 block | PfG6PD inh | SENP8 block-2 | SENP6 block
CC(=O)Nc1ccc(S(=O)(=O)N(C)CC(=O)N/N=C/c2cccs2)cc1 | 0 | -1 | 4 | 0 | 3 | 1 | 1 | 3 | -10
OCCC1CN(Cc2cccc3nccnc23)CCN1C1CCCC1 (stereo not given) | -1 | 9 | 1 | 0 | -3 | 8 | 3 | 12 | 6
COc1ccc(S(N)(=O)=O)cc1C(N)=O | -1 | 2 | -3 | 2 | 9 | -6 | -16 | 5 | 2
CCN(c1ccccc1)S(=O)(=O)c1ccc(OC)c(NC(=O)CNC)c1 | 1 | 3 | -13 | -1 | -10 | -9 | 1 | 5 | -32
COc1ccc(NC(=O)CCSc2ccc(F)cc2)cc1 | 4 | -4 | -10 | -1 | -5 | -11 | -1 | 3 | 22
Cc1cccc(C)c1OCC(O)CN (stereo not given) | -1 | 4 | -3 | -2 | 0 | 5 | -11 | 21 | 15
Cc1c(NC(=O)CSc2nnnn2Cc2ccccc2)c(=O)n(-c2ccccc2)n1C | -1 | -4 | -5 | 1 | -8 | 11 | -4 | 10 | -2
Cc1nnc(-c2ccccc2)o1 | 1 | 4 | 9 | 2 | -6 | -7 | -3 | 4 | -10
Cc1cccc(Nc2cc(C)nc3ccccc23)c1 | -1 | -4 | -11 | -1 | 0 | 7 | -1 | -251 | 2
COc1ccc(Nc2cc(C)c3cc([N+](=O)[O-])ccc3n2)cc1 | 16 | -44 | -14 | -5 | 3 | -3 | 45 | 25 | -5
CC(C)(C)C(=O)Nc1cc2c3c(c1)CC(=O)N3CCC2 | 1 | -12 | -4 | -2 | -6 | 9 | 13 | 10 | -1
CC(C)(C)c1ccc(C(=O)Nc2nnc(Cc3c[nH]c4ccccc34)s2)cc1 | -42 | -6 | -12 | -2 | -3 | 3 | -6 | -34 | -2
COc1ccc(C(=O)Nn2c(SCC(=O)NC3CCCC3)nc3ccccc3c2=O)cc1 | 2 | 44 | 4 | -3 | 1 | 0 | -38 | 6 | 6
COC(=O)c1c(NC(=O)CN2C(=O)NC(CCc3ccccc3)C2=O)sc2c1CCCCC2 (stereo not given) | -4 | 9 | -3 | 0 | 1 | 4 | 26 | -13 | 1
COc1ccc(OC)c(NC(=O)C(=O)c2cn(CC(=O)N3CCCC3)c3ccccc23)c1 | 3 | -3 | -13 | -2 | -2 | 0 | 11 | 17 | -8
CCOc1ccc(S(=O)(=O)NCCC(=O)NCC(c2ccc(F)cc2)N2CCOCC2)cc1 (stereo not given) | 0 | 2 | 6 | -3 | -6 | 0 | -14 | -4 | -1
Cc1ccccc1Nc1cc(C)c2c(O)cccc2n1 | -1 | 32 | -2 | -5 | 5 | -18 | 16 | -67 | 4
CCOc1ccc(-n2nc3ccc(N)cc3n2)cc1 | -33 | -26 | 79* | -6 | 15 | 41 | 7 | -429 | 86*
CCOC(=O)c1c(C)n(CC(O)CN(CC)CC)c2cc(Br)c(OC)cc12 (stereo not given) | 0 | 7 | -6 | 0 | -5 | 3 | -1 | 9 | -19
CC(=O)c1cc(-c2ccccc2)n(CCC(=O)NC2CCCCC2)c1C | -1 | 4 | 5 | 1 | -6 | -3 | 2 | 12 | 4
CCOC(=O)c1ccccc1NC(=O)COc1cc(=O)n(CC)c2ccccc12 | 2 | 8 | 5 | -1 | 2 | -1 | -1 | 24 | 9
N/C(CSc1ccccn1)=N\OCc1c(Cl)cccc1Cl | -3 | 5 | -1 | -1 | -3 | 2 | -3 | 23 | -13
CCN(CC)C(=O)[C@H]1CC(CC(=O)NC(C)(C)C)C(=O)N2CCc3c([nH]c4ccc(OC)cc34)[C@]12C (stereo not given in full) | 3 | / | / | / | -1 | 10 | 0 | 12 | /
CCCC(=O)Nc1c2c(nn1-c1ccc(OC)cc1)CS(=O)(=O)C2 | -1 | -2 | -3 | -5 | -7 | 1 | -5 | 6 | -12
O=C1C(Cl)=C(NCCN2CCOCC2)C(=O)c2ccccc21 | 1 | -283 | 11 | -7 | 2 | 12 | -135 | 59* | 27
CC(=O)Nc1ccc(Sc2ccccc2C(=O)O)cc1 | 2 | -1 | 2 | -1 | -7 | -3 | -6 | -10 | 11
CCCCNC(=O)c1oc2ccc(S(=O)(=O)N3CCCC3)cc2c1C | 2 | 8 | 1 | 0 | 5 | 10 | 10 | 11 | 3
O=C(COC(=O)/C=C/c1cccc(F)c1)Nc1cccc(S(=O)(=O)NC2=NCCCCC2)c1 | 3 | 11 | -9 | -2 | 1 | 6 | -8 | 7 | -22
CC(=O)c1ccc(NC(=O)CCNC(=O)c2ccc(Cl)cc2)cc1 | -1 | 5 | -4 | -3 | -1 | -1 | 2 | 10 | -21
CC1CCCC(C)N1C(=O)COC(=O)c1c[nH]c2ccccc12 (stereo not given) | 2 | 0 | 0 | 1 | -3 | 2 | 5 | 10 | -10
CCOC(=O)c1cc2sc(C)cc2n1CC(=O)NCc1ccc(F)cc1 | -8 | 5 | -7 | -1 | -3 | -7 | -12 | 11 | 1
CC(=O)N1CCc2cc(Br)cc(S(=O)(=O)NCCCN3CCC(C)CC3)c21 | 4 | -9 | 3 | 1 | -6 | -1 | -4 | 15 | -10
COc1cccc(C(=O)C2CCCN(Cc3cccc(OCCO)c3)C2)c1 (stereo not given) | 0 | 9 | 0 | -1 | -6 | -3 | 1 | -11 | -5
S=C1NNC2(CC3CC2C2CCCC32)NN1 (stereo not given) | 5 | 0 | -3 | -2 | -10 | -3 | 4 | 19 | -26
c1ccc(CSc2ccc3nnc(-c4cccnc4)n3n2)cc1 | 2 | -2 | -10 | 1 | 6 | 6 | -10 | -61 | -7
O=C(OCC(O)C(O)C(O)C(SCc1ccccc1)SCc1ccccc1)c1ccccc1 (stereo not given) | 1 | / | / | / | -2 | / | 12 | 9 | /
O=C(OCc1nc2ccsc2c(=O)[nH]1)c1ccccc1 | 1 | 4 | -10 | 0 | 1 | -8 | 3 | 5 | -4
C(=N\Nc1nc2ccccc2[nH]1)/c1cccs1 | -1 | -16 | 59* | -4 | -9 | 62* | 18 | -24 | 86*
O=C(O)c1ccc(NC(=S)N2CCCCC2)cc1 | 4 | -4 | 0 | 2 | -8 | 0 | -12 | 13 | -6
CCOC(=O)C1CCCN(C/C=C/c2ccccc2[N+](=O)[O-])C1 (stereo not given) | 2 | 3 | 3 | -3 | -9 | 4 | -18 | 9 | -6
O=c1c2ccccc2nc(SCc2nc3ccccc3s2)n1CCCO | -39 | 34 | 4 | 1 | 9 | 2 | -10 | -61 | -18
O=S1(=O)Nc2c(ccc3cccnc23)-c2ccccc21 | 1 | -8 | 4 | -5 | 10 | 8 | 31 | -8 | -11
COCCN1CCn2c(nc3cc(Nc4nnc(C)c5ccccc45)ccc32)C1 | 5 | 6 | 2 | -1 | 3 | -5 | 15 | -12 | -14
CS(=O)(=O)N1N=C(c2ccco2)CC1c1ccc(Br)cc1 (stereo not given) | -4 | -4 | -4 | 0 | 11 | -7 | 12 | 5 | -8
COc1ccc(-c2noc(CCc3ccccc3)n2)cc1 | -1 | 3 | -8 | 0 | -4 | -6 | 15 | 9 | 0
CN(C(=O)c1cccc(NC(=O)Cc2ccc(NC(=O)C3CCN(C(=O)C4CCC4)CC3)cc2)c1)C1CC1 | 3 | / | / | / | -5 | / | 16 | -6 | /
CN(C)CCNc1ncnc2oc(-c3ccccc3)c(-c3ccccc3)c12 | -1 | 5 | -1 | -6 | -4 | 0 | -4 | -261 | 1
Cn1cc(Br)c(-c2cccc(N3C(=O)CC(C)(C)CC3=O)c2)n1 | 1 | 8 | 2 | 0 | -6 | 0 | 2 | 26 | -10
Cc1ccc(NC(=S)NC(=O)c2cncc(Br)c2)cc1Cl | -1 | 8 | -5 | -4 | -12 | 3 | -8 | 39 | -24
CN(C)CCCN(C(=O)c1ccco1)c1nc2c(F)cc(F)cc2s1 | -3 | -1 | 3 | -1 | -3 | 7 | -11 | -4 | -6

Reformatted with two lines to a compound: part of the list above
Under each structure – SENP1 FRET inh	UBC13 polyUb	SENP8 block-1	MIN6 prolif	HKDC1 inh	SENP7 block	PfG6PD inh	SENP8 block-2	SENP6 block
> O=C(O)c1ccc(NC(=S)N2CCCCC2)cc1
→ 4	-4	0	2	-8	0	-12	13	-6
> CCOC(=O)C1CCCN(C/C=C/c2ccccc2[N+](=O)[O-])C1 (stereo not given)
→ 2	3	3	-3	-9	4	-18	9	-6
> O=c1c2ccccc2nc(SCc2nc3ccccc3s2)n1CCCO
→ -39	34	4	1	9	2	-10	-61	-18
> O=S1(=O)Nc2c(ccc3cccnc23)-c2ccccc21
→ 1	-8	4	-5	10	8	31	-8	-11
> COCCN1CCn2c(nc3cc(Nc4nnc(C)c5ccccc45)ccc32)C1
→ 5	6	2	-1	3	-5	15	-12	-14
> CS(=O)(=O)N1N=C(c2ccco2)CC1c1ccc(Br)cc1 (stereo not given)
→ -4	-4	-4	0	11	-7	12	5	-8
> COc1ccc(-c2noc(CCc3ccccc3)n2)cc1
→ -1	3	-8	0	-4	-6	15	9	0
> CN(C(=O)c1cccc(NC(=O)Cc2ccc(NC(=O)C3CCN(C(=O)C4CCC4)CC3)cc2)c1)C1CC1
→ 3	/	/	/	-5	/	16	-6	/
> CN(C)CCNc1ncnc2oc(-c3ccccc3)c(-c3ccccc3)c12
→ -1	5	-1	-6	-4	0	-4	-261	1
> Cn1cc(Br)c(-c2cccc(N3C(=O)CC(C)(C)CC3=O)c2)n1
→ 1	8	2	0	-6	0	2	26	-10
> Cc1ccc(NC(=S)NC(=O)c2cncc(Br)c2)cc1Cl
→ -1	8	-5	-4	-12	3	-8	39	-24
> CN(C)CCCN(C(=O)c1ccco1)c1nc2c(F)cc(F)cc2s1
→ -3	-1	3	-1	-3	7	-11	-4	-6
